LAP4-GFP MLPCN = alters LAP4-GFP fluorescence in TOR pathway yeast screen; S. cerevisiae LAP4-GFP multiplex, flow cytometry GFP, 3 h; median GFP as percent of DMSO wells; AID 2023; 320,000 tested, 0.34% active; GFP response vs DMSO, % at 10 µM;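 active = GFP response vs DMSO above a set limit, about the screen mean plus 3 SD, cut at about 150% in these data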
GRK2 aptamer HTS = inhibitors of human GRK2 displacing RNA aptamer | inhibition of aptamer binding, % at 10 µM | bead flow cytometry, FAM-aptamer displacement from GRK2 | P25098 | 330,000 tested, 0.59% active;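 active = inhibition of aptamer binding above 40%, roughly 3 SD of noise, on plates passing a quality check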;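 also: median bead fluorescence of bound FAM aptamer so fluorescent compounds give negative values; no value below 0 was filed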
CIT2-GFP yeast = alters CIT2-GFP fluorescence in TOR pathway yeast screen | S. cerevisiae CIT2-GFP strain, flow cytometry, 3 h; 100 means same as DMSO wells | 320,000 tested, 0.065% active | GFP response vs DMSO, % at 10 µM;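 active = GFP response relative to DMSO above a set limit, near the screen mean plus 3 SD, cut at about 150% in these data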;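 also: ratio of well median GFP fluorescence to mean of DMSO wells on the plate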
VLA-4 inh = inhibition in a human VLA-4 binding assay. 330,000 tested, 0.2% active. VLA-4 expressing cells, ligand binding flow cytometry. inhibition, % (about 7 µM as worked out from the volumes in the protocol); in the data active = inhibition above about 50%
Target sequence (P13612 whole entry, looked up): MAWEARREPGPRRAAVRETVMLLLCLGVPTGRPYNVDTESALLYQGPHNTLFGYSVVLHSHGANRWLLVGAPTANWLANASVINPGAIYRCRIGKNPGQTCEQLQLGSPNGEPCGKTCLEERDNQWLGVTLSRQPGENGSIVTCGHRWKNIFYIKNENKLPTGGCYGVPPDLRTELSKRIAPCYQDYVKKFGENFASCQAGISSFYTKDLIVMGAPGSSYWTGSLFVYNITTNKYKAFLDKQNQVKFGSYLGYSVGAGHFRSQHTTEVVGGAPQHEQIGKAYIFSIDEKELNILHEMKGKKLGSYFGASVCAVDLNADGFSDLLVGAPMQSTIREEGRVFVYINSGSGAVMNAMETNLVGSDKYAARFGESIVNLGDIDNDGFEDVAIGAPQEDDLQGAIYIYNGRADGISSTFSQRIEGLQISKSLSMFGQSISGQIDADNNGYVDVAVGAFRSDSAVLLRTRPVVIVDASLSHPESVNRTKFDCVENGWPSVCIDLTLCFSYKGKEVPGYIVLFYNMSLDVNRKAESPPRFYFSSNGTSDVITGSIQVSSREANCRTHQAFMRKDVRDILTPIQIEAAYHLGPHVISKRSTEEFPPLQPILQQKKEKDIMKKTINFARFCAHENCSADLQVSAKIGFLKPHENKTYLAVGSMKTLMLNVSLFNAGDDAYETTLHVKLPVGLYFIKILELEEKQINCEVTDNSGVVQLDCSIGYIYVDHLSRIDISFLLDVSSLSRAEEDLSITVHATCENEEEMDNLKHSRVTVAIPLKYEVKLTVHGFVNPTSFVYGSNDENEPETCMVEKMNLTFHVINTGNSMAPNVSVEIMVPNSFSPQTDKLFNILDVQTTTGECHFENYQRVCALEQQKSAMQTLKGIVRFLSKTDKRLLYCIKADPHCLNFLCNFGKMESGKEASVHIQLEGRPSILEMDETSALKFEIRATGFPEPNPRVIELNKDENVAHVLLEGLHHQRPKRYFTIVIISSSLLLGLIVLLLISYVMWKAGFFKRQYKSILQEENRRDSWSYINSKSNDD
MEP2-GFP yeast = modulators of TOR pathway MEP2-GFP in S. cerevisiae. S. cerevisiae MEP2-GFP strain, flow cytometry GFP, 3 h; 100% = DMSO control level. GFP response vs DMSO, % at 10 µM. 330,000 tested, 0.51% active. AID 2016;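 active = GFP response versus DMSO above a set limit, roughly screen mean plus 3 SD, cut at about 180% in these data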;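 also: median GFP fluorescence of the barcode-gated MEP2-GFP cells per well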
AGP1 TOR yeast = alters AGP1-GFP fluorescence in TOR pathway yeast screen; S. cerevisiae AGP1-GFP multiplex flow cytometry, 3 h; GFP as percent of DMSO wells; GFP response vs DMSO, % at 10 µM; 320,000 tested, 0.02% active; AID 2066;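 active = GFP response relative to DMSO above a set limit, near screen average plus 3 SD, cut at about 150% in these data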;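 also: median GFP channel fluorescence of the gated AGP1 strain per well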
RPL19A TOR yeast = alters RPL19A-GFP fluorescence in TOR pathway yeast screen; S. cerevisiae RPL19A-GFP strain, flow cytometry, 3 h; hits give low values; percent response vs DMSO, % at 10 µM; 330,000 tested, 0.3% active; AID 2025;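 active = percent response vs DMSO below 50%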;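 also: median channel GFP fluorescence of the barcoded RPL19A-GFP strain; ratio of sample median GFP to plate DMSO average so 100% = DMSO; lower means less RPL19A-GFP as with rapamycin TOR inhibition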
JMJD2C inh = inhibitors of human GASC-1 (JMJD2C) demethylase; GST-JMJD2C(1-420) H3K9me3 demethylation, DELFIA europium; inhibition, % at 2.35 µM; 330,000 tested, 0.069% active; AID 2099;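 active = more than half of a compound's replicate wells show inhibition beyond 50%, single wells judged on their own value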;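 also: signal counts dimethyl H3K9 product captured on neutravidin plate; 0% = median of DMSO wells and 100% = 0.3 times that DMSO median; strong numbers were not always called active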
Numbers without * were called inactive; i = inactive; x = no result given; & = joins results of further samples. An unsorted share of the library. About 1.7% of those tested had a hit in this group.

Molecule	RPL19A TOR yeast	AGP1 TOR yeast	GRK2 aptamer HTS	LAP4-GFP MLPCN	MEP2-GFP yeast	CIT2-GFP yeast	JMJD2C inh	VLA-4 inh
O=C(C1=C[C@@H](c2coc3ccccc3c2=O)C[C@@H](OCCCCO)O1)N1CCN(Cc2ccccc2)CC1	101	89	0	109	97	91	0	2
Cc1nn(C(C)(C)C)c(NC(=O)c2ccc(Cl)cc2)c1Br	95	102	2	101	93	101	-3	4
Cc1cccc(NC(=O)N2CCC(NC(=O)c3ccco3)CC2)c1	99	105	0	97	99	107	-3	-2
O=S(=O)(NCCCc1ccccc1)c1ccccc1	96	98	0	105	105	92	5	11
CN(C)c1cc[n+](CC(=O)Nc2cccc([N+](=O)[O-])c2)cc1	101	97	3	102	103	97	34	1
O=C(Nc1ccc2nc[nH]c2c1)c1ccco1	99	103	0	100	106	94	7	10
O=C(O)c1cc([N+](=O)[O-])ccc1C(=O)Nc1cccc([N+](=O)[O-])c1	95	92	4	89	95	98	3	1
CC(C)CC(=O)Nc1ccnn1C1CCN(C(=O)c2ccc(Cl)cc2F)CC1	108	107	0	92	110	111	-3	3
CC1(C)C2CCC1(CS(=O)(=O)Nc1ccc(S(=O)(=O)N3CCCC3)cc1)C(=O)C2 (stereo not drawn)	90	106	0	121	109	96	-4	5
CC1(C)CC(C(=O)Nc2ccccc2)C(=O)O1 (stereo not drawn)	98	107	0	110	100	103	-3	3
COc1ccc(CC(=O)Nc2c3c(nn2-c2cccc(C)c2C)CS(=O)C3)cc1OC (stereo not drawn)	99	105	3	100	100	104	34	13
O=C(CCCn1c(SCC(=O)NCC2CCCO2)nc2ccccc2c1=O)NCc1ccccc1 (stereo not drawn)	102	101	0	97	110	102	5	3
O=C(CCC(=O)c1ccccc1)NC1CCCN(Cc2ccccc2F)C1 (stereo not drawn)	100	102	3	85	94	100	0	10
COc1ccc(CNC(=O)COC(=O)c2ccc(Br)o2)cc1	91	92	2	88	96	87	-5	12
O=C(CC(=O)N/N=C\c1ccccc1[N+](=O)[O-])NCCc1ccccc1	100	98	3	100	115	108	-9	19
CCc1ccc(OCC(=O)NNC(=O)C2CCN(c3ncnc4sc(C)c(C)c34)CC2)cc1	96	104	26	113	101	102	5	7
N#C/C(=C\c1cccnc1)C(=O)Nc1ccc(Cl)cc1	97	64	1	133	93	83	-3	-8
CC(=O)Nc1nc2cc([N+](=O)[O-])ccc2s1	96	101	0	113	103	103	0	-2
CCOc1ccc2nc(NC(=O)C3CSC4(C)CCC(=O)N34)sc2c1 (stereo not drawn)	98	98	0	110	97	87	-5	10
O=C(COC(=O)c1cccc(S(=O)(=O)N2CCc3ccccc32)c1)Nc1ccc(Cl)cn1	109	105	5	92	107	104	-6	-4

Full records as entered above. Order of screens: RPL19A TOR yeast | AGP1 TOR yeast | GRK2 aptamer HTS | LAP4-GFP MLPCN | MEP2-GFP yeast | CIT2-GFP yeast | JMJD2C inh | VLA-4 inh
O=C(CC(=O)N/N=C\c1ccccc1[N+](=O)[O-])NCCc1ccccc1 as listed: 100 | 98 | 3 | 100 | 115 | 108 | -9 | 19
N#C/C(=C\c1cccnc1)C(=O)Nc1ccc(Cl)cc1 as listed: 97 | 64 | 1 | 133 | 93 | 83 | -3 | -8
O=C(CCC(=O)c1ccccc1)NC1CCCN(Cc2ccccc2F)C1 (stereo not drawn) as listed: 100 | 102 | 3 | 85 | 94 | 100 | 0 | 10

More records follow:
Molecule	RPL19A TOR yeast	AGP1 TOR yeast	GRK2 aptamer HTS	LAP4-GFP MLPCN	MEP2-GFP yeast	CIT2-GFP yeast	JMJD2C inh	VLA-4 inh
Cc1cc(CNC(=O)CCc2nnc(CCCCc3ccccc3)o2)nn1C	102	100	5	88	103	103	-8	-33
Cc1nn(CC(=O)NCC(C)c2ccccc2)c(=O)c2cccn12 (stereo not drawn)	100	107	3	107	111	114	-4	11
CN1C(=O)C2(C(C#N)=C(N)N(c3cc(Cl)cc(Cl)c3)C3=C2C(=O)CC(C)(C)C3)c2ccccc21 (stereo not drawn)	99	101	2	104	105	104	-11	8
CCOC(=O)c1csc(NC(=O)C2CCCCC2)n1	101	103	1	103	111	98	-2	16
CC(Sc1ccccn1)C(=O)NC1CCCC1 (stereo not drawn)	93	94	0	90	96	96	1	1
O=C(OCC(=O)N1CCCCC1)c1cc2ccccc2cc1O	101	106	0	103	106	98	5	0
CC(NC(=O)c1ccccc1C(=O)O)c1ccc(-n2ccnc2)cc1 (stereo not drawn)	100	99	1	93	102	101	11	-1
O=C(O)c1ccc(CS(=O)(=O)c2cccc(C(F)(F)F)c2)o1	99	97	0	104	100	101	2	7
CN(C(=O)COC(=O)C1CCN(S(=O)(=O)c2c(Cl)cccc2Cl)CC1)C1CCCCC1	99	113	0	108	93	93	-2	-1
CCn1c(=O)cc(OCC(=O)N2CCN(C(=O)c3ccco3)CC2)c2ccccc21	95	95	0	89	86	85	3	17
COc1cc(NS(=O)(=O)c2ccc(N=Cc3c(C)[nH]n(-c4ccccc4)c3=O)cc2)nc(OC)n1	100	107	6	100	101	104	7	-2
Cc1c(/C=N/NC(N)=O)c2ccccn2c1C(=O)c1ccc(F)cc1	102	93	0	94	109	97	3	-4
CCOc1ccccc1CNS(=O)(=O)c1ccc2c(c1)oc(=O)n2C	99	100	0	94	105	99	7	14
Cc1ccc(S(=O)(=O)N[C@H](C(=O)N2CCC(C(=O)N[C@@H](CC(=O)O)C(=O)O)CC2)C(C)C)cc1	93	97	1	95	111	94	i	-4
C=CCn1c(SCC(=O)C(C)(C)C)nnc1-c1ccccn1	97	93	1	100	105	88	6	3
COc1ccc(NS(=O)(=O)c2ccc(S(=O)(=O)N(C)C)cc2)cc1S(N)(=O)=O	116	103	0	98	110	105	0	23
O=C(CSc1nnc(-c2cccnc2)o1)NNC(=O)c1ccc(Br)cc1	105	104	5	113	109	103	4	-6
CCOc1ccc(C2/C(=C(/O)c3ccc(OC)cc3)C(=O)C(=O)N2c2cc(C)on2)cc1OC (stereo not drawn)	94	97	1	95	102	101	-2	-11
CC(=O)Nc1cccc(NC(=O)C2CCCN2C(=O)Nc2ccc(Cl)cc2)c1 (stereo not drawn)	99	102	0	96	102	97	13	39
O=C(Nc1ccc(F)cc1)N1CCC(c2nc3c(nnn3Cc3cccc(Cl)c3)c(=O)[nH]2)CC1	99	94	4	103	98	90	x	2
CC1CCCC(NC(=O)CSc2n[nH]c(=O)n2Cc2ccccc2)C1C (stereo not drawn)	102	103	5	95	105	125	-1	-7
C[C@H](NC(=O)c1cc2cc(Cl)ccc2n1C)C(=O)N1CCC(C(=O)O)CC1	100	93	2	93	100	94	2	-10
O=C(N/N=C/c1cn(Cc2ccccc2)c2ccccc12)c1ccncc1	97	97	0	112	93	87	3	27
COc1cccc(-n2c(SCC(=O)NCC3CCCO3)nc3c([nH]c4ccccc43)c2=O)c1 (stereo not drawn)	99	94	0	87	85	98	7	8
CCOC(=O)C1C(=O)NC(SC)=C(C#N)C1c1ccccc1F (stereo not drawn)	104	105	0	103	103	105	14	4
COc1ccc([C@@H]2CC=C(C(=O)O)[C@H](c3ccc(F)cc3)N2S(=O)(=O)c2ccc(C)cc2)cc1OC	98	93	0	136	95	118	1	-7
COc1ccnc(Oc2ccc3ccccc3c2)c1C#N	104	106	0	113	111	103	-8	-14
COc1ccc(NS(=O)(=O)c2ccc(N3CCCC3)c(N)c2)cc1	102	96	0	85	108	98	-11	7
O=C(NCCN1CCOCC1)C1CCC(=O)N1C1CCCCC1 (stereo not drawn)	104	104	0	109	105	110	8	-4
O=C(O)c1ccccc1Oc1ccc(Oc2ccccc2)cc1	107	97	0	103	103	88	1	24
CCCNC(=O)C(=O)N/N=C/c1cccs1	98	99	0	93	101	100	2	-2
COc1cccc(Oc2coc3cc(OC(=O)N4CCOCC4)ccc3c2=O)c1	107	101	3	106	107	104	7	-3
Cc1c(N(C)S(=O)(=O)c2cc(C(=O)Nc3ccccn3)ccc2Cl)c(=O)n(-c2ccccc2)n1C	94	99	0	96	97	99	-5	-13
CCNc1nc(NC#N)nc(SCC(=O)OCC)n1	99	96	1	92	100	94	0	14
COc1ccc(-c2cc3nc(-c4ccccc4)cc(N4CCC(O)CC4)n3n2)cc1	90	77	0	110	89	94	7	6
N#CC1=C(N)Nc2nc3ccccc3n2C1c1ccc(Cl)cc1 (stereo not drawn)	97	91	0	92	96	93	14	7
Cc1nc2c(-c3ccc(Cl)cc3)c(C)[nH]n2c(=O)c1Cc1ccccc1	95	101	1	96	96	99	-1	-6
Cc1cc(-c2ccc(C)c(S(=O)(=O)NC(C)Cc3ccco3)c2)on1 (stereo not drawn)	95	104	4	103	93	94	5	4
COc1ccc(N(CC(=O)NCc2ccccc2OC)S(=O)(=O)c2c(C)nn(C)c2C)cc1	103	98	3	91	94	96	-17	9
O=C(OC(C(=O)Nc1ccc(Cl)c(C(F)(F)F)c1)c1ccccc1)C1=COCCO1 (stereo not drawn)	101	94	0	90	96	94	-18	33
Nc1ccc(-c2nnn(Cc3ccccc3F)n2)cc1	103	89	0	95	100	94	8	-4
CCCCn1c(CN2CCN(C(=O)OCC)CC2)nc2c1c(=O)n(C)c(=O)n2C	101	98	0	95	97	x	7	26
CCCCC(=O)Nc1cccc(NC(=S)NC(=O)Cc2ccccc2)c1	107	114	0	100	110	117	-8	0
Cc1ccc(NC(=O)c2ccc(Cl)c(S(=O)(=O)NCc3ccco3)c2)c(O)c1	103	109	0	105	107	109	-5	13
O=C(NC1CCCCCCC1)c1cccnc1	102	104	1	98	108	105	-4	25
O=C(c1ccc(-c2ccccc2)c(F)c1)C1CCCN(CCCn2cccn2)C1 (stereo not drawn)	97	99	0	88	90	74	25	5
O=C(CSc1nnc(NC(=O)C2CC2)s1)Nc1ccc2c(c1)OCCO2	105	103	1	101	106	112	1	0
Nc1cc(N)cc(C(=O)OCC(=O)Nc2cc(S(=O)(=O)N3CCCCC3)ccc2Cl)c1	101	106	1	115	110	99	-6	6
O=C(O)Cc1ccc(NS(=O)(=O)c2ccc3ccccc3c2)cc1	89	91	0	82	96	93	-13	-12
COc1cc(CNn2cnnc2)ccc1OCC(=O)NC(C)(C)C	92	89	0	89	112	93	-2	3

Following part
Molecule	RPL19A TOR yeast	AGP1 TOR yeast	GRK2 aptamer HTS	LAP4-GFP MLPCN	MEP2-GFP yeast	CIT2-GFP yeast	JMJD2C inh	VLA-4 inh
COc1ccc([N+](=O)[O-])cc1NC(=O)C(C)OC(=O)c1ccccc1C(=O)c1ccc(Cl)cc1 (stereo not drawn)	107	107	1	102	107	109	6	-13
COCCn1nnnc1CN(CCc1ccc(OC)c(OC)c1)Cc1cc2ccc(C)cc2[nH]c1=O	93	93	1	94	98	93	-15&29	-1
COC(=O)COc1cc(OCC(=O)OC)c2c(C)c(Cl)c(=O)oc2c1	100	95	0	92	99	102	1	19
COc1ccccc1NC(=O)c1ccc2nsnc2c1	104	98	1	107	104	103	2	10
O=C(c1ccccc1-c1nc2ccccc2[nH]1)N1CCCCC1	103	108	2	95	108	112	0	-7
COc1ccc(NC(=O)c2ccc(Cl)c(S(=O)(=O)N3CCc4ccccc4C3)c2)cn1	98	95	0	89	95	93	9	23
Cc1cc(NC(=O)C2CC(=O)N(c3ccc(Cl)cc3)C2)no1 (stereo not drawn)	95	90	0	85	93	98	0	-6
Cc1ccc(NC(=O)c2c(-c3ccccc3)noc2C)nc1	100	98	0	99	104	104	0	-3
CN(Cc1ccccc1)C(=O)COc1ccccc1Cl	94	90	2	97	97	95	1	3
Cc1ccc(-c2ccc(/C=N/NC(=O)CN3CCCC3)o2)cc1Cl	94	92	0	92	98	92	-14	7
